From PubChem BioAssay
a7 integrin act: qHTS for Activators of Integrin-Mediated Alleviation for Muscular Dystrophy | alpha7betagal myoblasts, beta-gal FDG fluorescence, 48 h | Potency, µM (highest dose often 38.3 µM), without a hit: at the highest dose activation, usual class: activators | actives 0.064% (n = 350,000);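 further: potency means the concentration at half of the fitted maximal effect; 100% = response of the positive control SU9516; nearly all actives have a fitted effect of over 60% in size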
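alpha7betagal+/- myoblasts (passage 13, 250/well) treated 48 h at 37C with compounds at 1:260 dilution of DMSO stock. Lysed, then beta-galactosidase activity read as FDG fluorescence (ex 480/em 540) after 30 min, with pre-read for autofluorescence.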
Coupling enz: qHTS Assay for Inhibitors of Fructose-1,6-bisphosphate Aldolase from Giardia Lamblia: Coupling assay counterscreen. coupling enzyme system counterscreen, AmpLite Red fluorescence. activity change, negative = inhibition, % at 58.2 µM, hits read low. actives 0.67% (n = 290,000). AID 2472, 2010; in the data active means activity change below about -30%; further: on the % scale 0 is the no-effect control and ±100 the full control effect
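Final compound at 57.5 uM, incubated 10 min at RT with coupling enzyme reagent (glyceraldehyde-3-phosphate), then 20 min with substrate and AmpLite Red detection. Fluorescence read at 525/598 nm; tests interference with the coupling assay, not aldolase inhibition.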
ASM inhibitor: Inhibitors of Secretory Acid Sphingomyelinase (S-ASM): qHTS; placental ASM, HMU-PC fluorogenic substrate, 60 min; Potency, µM (doses to about 57.5 µM), without a hit: at the highest dose activity change, negative = inhibition, hits mostly inhibitors; Sphingomyelin phosphodiesterase (Homo sapiens), P17405; actives 0.006% (n = 340,000); further: potency means the concentration at half of the fitted maximal effect
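Fluorogenic HMU-PC substrate (9 uM final) is turned over by placental ASM in 60 min at 37 C after a 10 min compound preincubation. Reaction ended by alkaline stop (pH 10), with fluorescence read at 386/447 nm.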
PKM2 act: qHTS Assay for Activators of Human Muscle isoform 2 Pyruvate Kinase. Pyruvate kinase PKM (Homo sapiens), P14618. purified PKM2, Kinase-Glo ATP luminescence, activation; response scale: 0% is enzyme alone, no compound. Potency, µM (titrated, usually from 57.5 µM), for inactives: at the top dose activation, most hits filed as activators. actives 0.34% (n = 260,000). AID 1631, 2009; further: potency means the concentration at half of the fitted maximal effect; on the % scale 0 is the no-effect control and ±100 the full control effect; nearly all actives have a fitted effect of over 55% in size
Target sequence (P14618 whole entry, looked up, canonical isoform): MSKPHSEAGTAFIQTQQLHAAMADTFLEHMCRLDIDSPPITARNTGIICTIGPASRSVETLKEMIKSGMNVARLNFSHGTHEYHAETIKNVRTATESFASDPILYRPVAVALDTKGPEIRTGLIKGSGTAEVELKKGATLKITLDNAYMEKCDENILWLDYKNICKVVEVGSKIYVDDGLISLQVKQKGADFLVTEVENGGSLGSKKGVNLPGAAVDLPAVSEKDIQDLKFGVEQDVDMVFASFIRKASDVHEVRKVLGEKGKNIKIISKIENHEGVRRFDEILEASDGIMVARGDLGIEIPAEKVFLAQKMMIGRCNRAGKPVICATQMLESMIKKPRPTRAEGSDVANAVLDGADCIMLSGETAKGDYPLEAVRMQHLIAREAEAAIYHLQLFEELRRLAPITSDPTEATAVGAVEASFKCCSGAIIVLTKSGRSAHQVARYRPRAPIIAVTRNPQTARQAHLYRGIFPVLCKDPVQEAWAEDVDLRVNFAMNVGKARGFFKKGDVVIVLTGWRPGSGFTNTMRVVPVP
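Purified hPK-M2 (>95% pure) converted ADP (0.1 mM final) to ATP with 0.5 mM PEP in 50 mM imidazole pH7.2, KCl, MgCl2, Tween 20, BSA; 1 h at room temperature. ATP detected by Kinase-Glo luminescence.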
Tb PFK block: qHTS Assay to Find Inhibitors of T. brucei phosphofructokinase; ATP-dependent 6-phosphofructokinase (Trypanosoma brucei brucei), O15648; T. brucei PFK, ADP-Glo luminescence; Potency, µM (highest dose often 57.5 µM), for inactives: at the highest dose activity, negative = inhibition, actives largely listed as inhibitors; actives 0.17% (n = 330,000); AID 485367, 2010;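 further: potency means the concentration at half of the fitted maximal effect; 0% = uninhibited 1x PFK enzyme wells and -100% = no-enzyme wells; nearly all actives have a fitted effect of over 60% in size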
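Compounds were pin-transferred as a titration series up to 57 uM into substrate buffer (0.5 mM F6P, 0.1 mM ATP, pH 8.0), then 1.25 nM PFK was added and reactions ran 45 min before ADP-Glo detection.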
B2AR arrestin: qHTS assay of beta-arrestin-biased ligands of beta2-adrenergic receptor | Potency, µM (top dose mostly 46.1 µM), without a hit: top-dose activation, most hits filed as activators | actives 0.02% (n = 330,000) | AID 492947, 2010 | Beta-2 adrenergic receptor (Homo sapiens), P07550 | beta-arrestin recruitment to beta2AR, cell-based reporter;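 further: potency means the concentration at half of the fitted maximal effect; 0% = DMSO controls and full agonism = EC100 isoproterenol or metaproterenol; nearly all actives have a fitted effect of over 65% in size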
BCR signal inh: qHTS Assay to Find Inhibitors of Chronic Active B-Cell Receptor Signaling. ABC-DLBCL IkBa-CBG/CBR reporter, luminescence ratio, 4 h. Potency, µM (top dose mostly 46.1 µM), for the others: top-dose ratio change, negative = lower green/red ratio, most hits filed as inhibitors. actives 0.05% (n = 340,000). AID 493014, 2011; active means well fitted inhibition curve with a large enough effect in the signal ratio, with a control signal flat, not every such curve was filed as active; inconclusive means small, poorly fitted or top-dose-only effect, or effect the other way, or a change in a side signal; the % refers to the signal ratio;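 further: potency means the concentration at half of the fitted maximal effect; plate controls were basal doxycycline-induced cells for no effect and cells given 10 µM MG132 for full effect; MG132 reads +100%, hits lower the ratio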
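TMD8 ABC-DLBCL cells carrying doxycycline-inducible green luciferase fused to IkappaBalpha plus unfused red luciferase were exposed to compounds (up to 46 uM) for 4 hrs at 37C. Activity came from the overlap-corrected green/red luminescence ratio.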
Menin-MLL TR inh: qHTS Assay for Inhibitors Targeting the Menin-MLL Interaction in MLL Related Leukemias: Competition With Texas Red Labeled MLL-derived Mutant Peptide | Potency, µM (doses to about 61.6 µM), without a hit: top-dose FP activity change, negative = inhibition, actives largely listed as inhibitors | actives 0.23% (n = 270,000) | O00255 | AID 1768, 2009 | Menin + Texas Red MLL mutant peptide, fluorescence polarization; active means well fitted inhibition curve with a large enough effect in the polarisation, with a control signal flat, not every such curve was filed as active; inconclusive means small, poorly fitted or top-dose-only effect, or effect the other way, or a change in a side signal; inactive means no such curve, though single readings can be large or run the other way; the % refers to the polarisation; further: potency means the concentration at half of the fitted maximal effect; % of control where 0% means no effect; many of its hits are not listed in these tables
TSG101-PTAP inh: qHTS Assay for Iinhibitors of HIV-1 Budding by Blocking the Interaction of PTAP/TSG101. Potency, µM (top dose mostly 115 µM), for inactives: at the top dose activity change, negative = inhibition, most hits filed as inhibitors. Tumor susceptibility gene 101 protein (Homo sapiens), Q99816. AID 493005, 2010. Fluorescence polarization, FITC-PTAP peptide / Tsg101 binding. 340,000 tested, under 10 active; active means well fitted inhibition curve with a large enough effect in the main read-out, with a control signal flat, not every such curve was filed as active; inconclusive means small, poorly fitted or top-dose-only effect, or effect the other way, or a change in a side signal; inactive means no such curve, though single readings can be large or run the other way; further: potency means the concentration at half of the fitted maximal effect; % of control where 0% means no effect
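FP read-out: FITC-PTAP peptide, 50 nM final, binding Tsg101 binding domain, 10 uM final; 20 min, r.t.; 10 mM HEPES pH 7.5, 0.15 M NaCl, 0.01% Tween 20, 3 mM EDTA, 0.1 mM TCEP.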
Giardia kill: Small Molecules that selectively kill Giardia lamblia: qHTS; Giardia lamblia trophozoite viability; activity change, % at 7.66 µM, hits read low; actives 0.15% (n = 340,000); in the data active means activity change below about -80%; inconclusive means between about -30% and that limit;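 further: parasites exposed to compound for two days anaerobically before the ATP read; on the % scale 0 is the no-effect control and ±100 the full control effect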
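Luminescence from cellular ATP indicates surviving trophozoites (100 cells/well) following 48 hrs anaerobic compound treatment at 37 deg C; signal develops 15-30 min at room temperature.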
GALK inh: qHTS Assay for Inhibitors of Human Galactokinase (GALK). Purified GALK, Kinase-Glo residual ATP luminescence. AID 1868, 2009. Potency, µM (top dose mostly 57.5 µM), without a hit: top-dose activity change, negative = inhibition, actives largely listed as inhibitors. actives 0.007% (n = 270,000); further: potency means the concentration at half of the fitted maximal effect; on the % scale 0 is the no-effect control and ±100 the full control effect
Target sequence (P51570 whole entry, looked up): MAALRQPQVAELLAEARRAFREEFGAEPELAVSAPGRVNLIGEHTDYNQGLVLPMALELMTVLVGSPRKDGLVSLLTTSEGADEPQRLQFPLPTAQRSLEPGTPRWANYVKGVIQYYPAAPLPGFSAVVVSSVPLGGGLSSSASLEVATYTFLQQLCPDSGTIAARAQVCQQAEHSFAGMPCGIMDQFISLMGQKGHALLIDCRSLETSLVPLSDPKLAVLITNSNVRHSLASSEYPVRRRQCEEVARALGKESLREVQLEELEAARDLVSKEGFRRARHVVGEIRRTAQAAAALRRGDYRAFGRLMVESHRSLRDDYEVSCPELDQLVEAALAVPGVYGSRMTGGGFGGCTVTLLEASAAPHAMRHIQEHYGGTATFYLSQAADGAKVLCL
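Luminescence from leftover ATP (Ultra-Glo luciferase/luciferin) served as read-out after a 1 h room-temperature reaction of 5 nM GALK with 35 uM ATP and 100 uM galactose.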
The depositor's hits bear a star; u = inconclusive; x = no result given; [ ] = remark or other dose. Unless noted, the call rests on the fitted dose curve; in most records, active means well fitted curve in the direction sought with a large enough effect; inconclusive means small, poorly fitted or top-dose-only effect, or another doubt; inactive means no such curve, though single readings can be large; an effect the other way counts as inactive or inconclusive. These rows are one share of the data (hit frequency here may not be typical).

Compound,Tb PFK block,B2AR arrestin,Coupling enz,TSG101-PTAP inh,ASM inhibitor,a7 integrin act,BCR signal inh,PKM2 act,Menin-MLL TR inh,Giardia kill,GALK inh
CC(C)(O)C#Cc1ccc(C(=O)NC2CCCCC2)s1,1%,4.0%,1,0%,-2%,-12%,-6%,-11%,-13%,-11,11%
CC1(C)O[C@@H]2C[C@H]3[C@@H]4CCC5=CC(=O)C=C[C@]5(C)[C@@]4(F)[C@@H](O)C[C@]3(C)[C@]2(C(=O)CO)O1,-2%,-1.2%,-5,3%,-4%,x,u,-2%,-16%,-22,3%
O=C(NCCCn1ccnc1)c1cc2c(ccc3ccccc32)o1,-1%,-0.4%,5,-4%,5%,-5%,0%,-2%,-2%,15,0%
COc1cc(C)nc(N(Cc2ccccc2)S(=O)(=O)c2ccc(C)cc2)n1,3%,0.3%,1,-3%,-7%,-31%,9%,4%,x,-9,-1%
CC(C)C(=O)Nc1ccc2c(c1)nc(CCN1CCCCC1)n2C,0%,-0.9%,2,-4%,1%,u,-1%,x,u,56[activator],3%
c1ccc(Cn2nnc3c(N4CCc5ccccc54)ncnc32)cc1,-3%,0.0%,0,-4%,5%,19%,0%,0%,-1%,5,1%
CCOC(=O)N1CCN(CC(=O)Nc2sc(CC)cc2C(=O)c2ccc(OC)cc2)CC1,-2%,3.9%,-3,-1%,-6%,-21%,-1%,0%,x,1,-1%
COc1ccc(S(=O)(=O)NNC(=O)C2COc3ccccc3O2)cc1[N+](=O)[O-] (stereo not given),-5%,0.1%,x,0%,1%,-14%,8%,x,x,12,x
Cc1cc(=O)[nH]c(COc2ccccc2)n1,-3%,-0.3%,0,-3%,1%,-27%,3%,-11%,22%,4,1%
Cc1nnc(SC/C=C/c2ccccc2)n(N)c1=O,1%,-0.1%,2,-7%,-4%,-12%,-1%,11%,2%,-21,0%
COc1ccccc1N1CCN(S(=O)(=O)c2ccc3c(c2)n(C)c(=O)n3C)CC1,1%,0.3%,6,0%,-4%,-10%,u,-4%,7%,-11,0%
CC(C)(C)OC(=O)N[C@@H](C(=O)OC(C)(C)C)c1ccc2c(c1)OCO2,6%,-0.1%,x,2%,-1%,8%,-1%,x,x,-8,x
CC(Sc1ccc(S(=O)(=O)N2CCCCCC2)cn1)C(N)=O (stereo not given),-2%,-0.1%,x,-5%,0%,-4%,7%,x,x,14,x
Cc1ccc(CNC(=O)C2CCCN(S(=O)(=O)c3cccnc3)C2)cc1 (stereo not given),-4%,-1.4%,0,-1%,0%,-17%,15%,0%,-4%,-4,1%
Cc1ccc(C(C)C)c(OCC(=O)NN=C2CCCC(=O)C2)c1,1%,-0.2%,x,-4%,-2%,0%,-5%,x,x,10,x
CCOC(=O)c1c(C)c(C(=O)NCc2ccccn2)c(C)n1C,-5%,0.1%,9,-3%,-1%,13%[7.66 µM],-2%,5%,12%,-8,3%
CCOC(=O)C(NC(=O)CC)(Nc1sc(C)c(CC)c1C#N)C(F)(F)F (stereo not given),-3%,-0.3%,3,-3%,-2%,9%,3%,3%,11%,7,1%
Cc1ccc(-n2nc3c(=O)n(CCCC(=O)N4CCCCC4)nc(C)c3c2C)cc1,-4%,0.0%,x,-3%,-2%,3%,1%,x,x,10,-2%
Cn1cnnc1SCC(=O)NC1CCCCC1,1%,-1.0%,-3,0%,2%,20%,-12%,0%,7%,-15,-1%
COCCNCCOCCOc1cccc(OC)c1,-1%,-0.3%,4,-1%,0%,11%,2%,-3%,-15%,1,-1%
O=C(CCNS(=O)(=O)c1cccs1)Nc1ccccc1F,-7%,-0.5%,1,-3%,3%,-16%,10%,12%,11%,-28,1%
CCCCN(CCCC)c1cc(C)nc(-c2ccccc2O)n1,2%,-0.4%,0,-3%,11%,-31%,0%,5%,-12%,-3,0%
CCN(C(=O)Cn1cnc2c(nc3n2CCCCC3)c1=O)c1cccc(Cl)c1,-5%,0.5%,x,-3%,0%,0%,-1%,x,x,-5,-5%
O=C(c1ccco1)N1CCN(S(=O)(=O)c2ccc(Br)s2)CC1,2%,-0.5%,9,0%,1%,-20%,-3%,u,-27%,-3,0%
CCCC(C)NC(=O)c1nc(-c2ccccc2)n(-c2ccccc2)n1 (stereo not given),3%,-0.8%,-4,-2%,0%,-30%,29%,3%,x,-7,0%
O=C(O)C1Cc2ccccc2CN1C(=O)c1ccccc1 (stereo not given),-8%,0.1%,2,-2%,4%,20%,-10%,1%,-11%,10,-4%
O=C(CN1CCN(S(=O)(=O)c2ccccc2[N+](=O)[O-])CC1)Nc1ccc(N2CCOCC2)cc1,2%,0.0%,-2,-2%,0%,25%,-11%,20%,x,-26,1%
COc1ccc([C@H]2CC(=O)C=C(c3ccccc3C(F)(F)F)C2)cc1,9%,-0.5%,x,x,-25%,-17%,-1%,x,x,0,x
Cn1ncc(Br)c1C(=O)Nc1ccc(F)cc1F,0%,0.4%,10,-2%,-3%,-7%,-9%,3%,6%,-18,-4%
CCOC(=O)c1ccc(NC(=O)CCc2nc(-c3ccccc3)no2)cc1,0%,-1.1%,-2,-7%,-21%,-40%[inhibitor],1%,0%,u,1,4%

Of the compounds above, 2 contain a furan ring, fused or not.
Compound,Tb PFK block,B2AR arrestin,Coupling enz,TSG101-PTAP inh,ASM inhibitor,a7 integrin act,BCR signal inh,PKM2 act,Menin-MLL TR inh,Giardia kill,GALK inh
O=C(NCCCn1ccnc1)c1cc2c(ccc3ccccc32)o1,-1%,-0.4%,5,-4%,5%,-5%,0%,-2%,-2%,15,0%
O=C(c1ccco1)N1CCN(S(=O)(=O)c2ccc(Br)s2)CC1,2%,-0.5%,9,0%,1%,-20%,-3%,u,-27%,-3,0%

(list continues)
Compound,Tb PFK block,B2AR arrestin,Coupling enz,TSG101-PTAP inh,ASM inhibitor,a7 integrin act,BCR signal inh,PKM2 act,Menin-MLL TR inh,Giardia kill,GALK inh
Cn1nnnc1SCC(=O)Nc1cccc([N+](=O)[O-])c1,-12%,-0.1%,-2,-7%,-3%,-7%,-8%,2%,5%,14,5%
NC(=O)Cn1cc(/C=N\NS(=O)(=O)c2cccc([N+](=O)[O-])c2)c2ccccc21,7%,4.9%,0,1%,-27%,10%,-11%,5%,8%,7,-2%
Cc1ccc(C(c2sc3nc(C)nn3c2O)N2CCN(c3ccc(F)cc3)CC2)cc1 (stereo not given),-2%,-0.2%,3,-7%,0%,-24%,9%,1%,-7%,-1,-2%
O=c1[nH]c2ccc(S(=O)(=O)N3CCN(c4ccc(F)cc4)CC3)cc2o1,-3%,0.5%,21,-3%,0%,8%,u,-1%,x,4,2%
CNc1ccc([N+](=O)[O-])cc1C(=O)O,0%,-0.9%,-2,1%,-5%,4%,4%,-4%,x,11,-2%
COCCNC(=O)C1CCC(CNS(=O)(=O)c2ccc(F)cc2)CC1 (stereo not given),-14%,0.3%,-1,-4%,0%,10%,0%,x,3%,21,x
O=C1Cc2cc(NS(=O)(=O)c3ccc([N+](=O)[O-])cc3)cc3c2N1CCC3,0%,0.1%,x,-3%,x,-1%,6%,x,x,-6,x
